Source: PubChem BioAssay (National Center for Advancing Translational Sciences (NCATS))
PLK1 PBD inh = inhibitors of human PLK1 polo-box domain binding | P53350 | Plk1 PBD binding of FITC phosphopeptide, fluorescence polarization | Potency, µM, for the others: max response, negative = inhibition, actives largely listed as inhibitors | 2.8% of 360,000 active; further: potency means the concentration at half of the fitted maximal effect; series mostly up to about 57 µM; on the % scale 0 is the no-effect control and ±100 the full control effect; nearly all actives have a fitted effect of over 65% in size
Target sequence (P53350 whole entry, looked up, the tested form may be a part): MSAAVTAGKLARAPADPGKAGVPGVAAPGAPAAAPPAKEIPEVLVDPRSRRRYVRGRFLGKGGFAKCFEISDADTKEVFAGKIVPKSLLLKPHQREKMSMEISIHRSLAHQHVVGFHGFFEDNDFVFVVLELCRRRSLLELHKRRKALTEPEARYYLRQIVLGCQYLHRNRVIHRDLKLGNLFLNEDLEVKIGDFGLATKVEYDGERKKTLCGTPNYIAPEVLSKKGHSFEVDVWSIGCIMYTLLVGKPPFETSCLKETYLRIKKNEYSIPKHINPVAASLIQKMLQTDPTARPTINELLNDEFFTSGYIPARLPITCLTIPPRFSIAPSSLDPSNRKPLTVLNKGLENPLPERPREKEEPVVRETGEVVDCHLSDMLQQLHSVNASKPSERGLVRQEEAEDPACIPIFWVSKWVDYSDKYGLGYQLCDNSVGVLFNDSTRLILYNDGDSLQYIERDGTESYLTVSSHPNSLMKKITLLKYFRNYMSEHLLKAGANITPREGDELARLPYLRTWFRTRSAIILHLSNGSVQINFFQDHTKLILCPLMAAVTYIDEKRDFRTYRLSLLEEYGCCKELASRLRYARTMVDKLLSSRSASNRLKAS
CCT modulator = modulators of cytosolic chaperonin (CCT/TRiC) activity. activity change, % (test concentration not listed), hits read low. 0.3% of 360,000 active. AID 651819. purified chaperonin ATPase assay, HTRF ADP detection, 30 min; in the data active means activity change below about -30%; further: on the % scale 0 is the no-effect control and ±100 the full control effect
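ATPase activity: ADP formed was measured by HTRF Transcreener (665/615 nm ratio) after 30 min at 37 deg C with 10 uM ATP. Compounds screened at one 76 uM concentration against 40 or 20 nM TRiC in Tris pH 7.4/KCl/MgCl2/DTT buffer.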
EPAC1 antag = antagonists of human EPAC1; EPAC1 GEF assay, Rap1b-BODIPY-GDP exchange fluorescence; O95398; Potency, µM (top dose mostly 115 µM), without a hit: top-dose activity change, negative = inhibition, usual class: inhibitors; 0.14% of 360,000 active;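 further: potency means the concentration at half of the fitted maximal effect; plate controls were vehicle for no effect and positive control for full effect; nearly all actives have a fitted effect of over 50% in size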
IL2 activator = IL-2 activation; 0.065% of 360,000 active; activation, % (series mostly up to about 46 µM); IL-2 activation reporter assay, cell-based qHTS; stimulated with anti-CD3/CD4/CD28 beads; in transgenic mouse T cells; in the data active means activation above about 50%; inconclusive means mostly about 30% to 49%; further: 0% is about no effect
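Unstimulated transgenic mouse T cells preincubated 60 min with compound, then stimulated with anti-CD3/anti-CD4-coated beads plus anti-CD28 for 18 h at 37 degrees C. IL-2 response read as EGFP and DsRed fluorescence by plate cytometry.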
PI5P4Ka inh = PI5P4K alpha (human) kinase inhibition; P48426; PI5P4Kalpha enzyme, ADP-Glo luminescence, 60 min; hits give low values; max response, %; 1.2% of 330,000 active; active means max response of -50% or lower; inconclusive means between -30% and -50%; inactive means -30% or higher; further: value at the top dose of about 77 µM; on the % scale 0 is the no-effect control and ±100 the full control effect
Target sequence (P48426 whole entry, looked up): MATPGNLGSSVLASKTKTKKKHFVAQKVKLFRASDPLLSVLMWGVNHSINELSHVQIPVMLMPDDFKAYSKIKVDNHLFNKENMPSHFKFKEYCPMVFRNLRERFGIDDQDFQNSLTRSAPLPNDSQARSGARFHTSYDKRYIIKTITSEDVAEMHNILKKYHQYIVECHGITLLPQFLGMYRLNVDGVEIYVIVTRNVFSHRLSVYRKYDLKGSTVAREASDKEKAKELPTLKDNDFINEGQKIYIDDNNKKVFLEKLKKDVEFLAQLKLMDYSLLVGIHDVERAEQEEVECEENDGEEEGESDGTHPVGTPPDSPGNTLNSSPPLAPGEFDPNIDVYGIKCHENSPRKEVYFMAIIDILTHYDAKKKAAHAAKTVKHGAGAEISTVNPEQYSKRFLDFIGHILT
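ADP-Glo luminescence end-point after a 60 min room-temperature kinase reaction. PI5P4Kalpha and substrate in HEPES pH 7.4 buffer with EGTA, 0.1% CHAPS and 5% DMSO; ATP at 5 microM final.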
EPAC1 agonist = activates human EPAC1 exchange factor; EPAC1 agonist qHTS, biochemical assay; response scale: 100% = response to 6.5 mM cAMP; 0.073% of 360,000 active; Potency, µM (series often up to 154 µM), for inactives: at the top dose activation, usual class: activators; further: potency means the concentration at half of the fitted maximal effect; nearly all actives have a fitted effect of over 60% in size
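Read-out is the fluorescence drop as BODIPY-GDP leaves Rap1B (480 nm excitation, 540 nm emission), recorded every 5 minutes over 30 minutes. Reactions held 100 nM EPAC1, 250 nM Rap1B–BODIPY-GDP and 50 uM GDP, with 6.5 mM cAMP setting full activation.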
EPAC2 ag = agonists of human EPAC2 (RAPGEF4); Q8WZA2; EPAC2 activation, biochemical qHTS; response scale: 100% = 6.5 mM cAMP response; Potency, µM (top dose mostly 154 µM), for inactives: top-dose activation, usual class: activators; 0.079% of 360,000 active; AID 720711; further: potency means the concentration at half of the fitted maximal effect; nearly all actives have a fitted effect of over 50% in size
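Fluorescence exchange assay: 100 nM EPAC2 with 250 nM RAP1B-BODIPY-GDP and 50 uM GDP; compounds tested as a concentration-titration series (qHTS). Loss of Rap1-bound BODIPY-GDP fluorescence read at 480/540 nm; data normalized to 6.5 mM cAMP.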
WRN helicase inh = blocks human WRN helicase; Q14191; WRN helicase unwinding, fluorescent forked duplex, kinetic; Potency, µM (doses to about 114 µM), inactives show at the highest dose activity change, negative = inhibition, usual class: inhibitors; 0.46% of 360,000 active; further: potency means the concentration at half of the fitted maximal effect; on the % scale 0 is the no-effect control and ±100 the full control effect; nearly all actives have a fitted effect of over 55% in size
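Kinetic fluorescence helicase assay: unwinding of a quenched forked DNA duplex (100 nM final) with 2 mM ATP final raises red fluorescence (525/598 nm). Compounds sat 15 min at room temperature with 20 nM WRN beforehand.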
The depositor's hits bear a star; ? = inconclusive; · = no result given; [ ] = another dose, or the depositor's remark. Unless noted, the call rests on the fitted dose curve; in most records, active means well fitted curve in the direction sought with a large enough effect; inconclusive means small, poorly fitted or top-dose-only effect, or another doubt; inactive means no such curve, though single readings can be large; an effect the other way counts as inactive or inconclusive.

canonical_smiles	PLK1 PBD inh	CCT modulator	EPAC1 antag	IL2 activator	PI5P4Ka inh	EPAC1 agonist	EPAC2 ag	WRN helicase inh
COc1ccc(C(C)=O)cc1CN1C(=O)NC2(CCCCC2C)C1=O (centres undefined)	-8%	-2.1	-1%	-2.8	-7	-3%	-15%	-29%[57.1 µM]
COc1ccc(CCNC(=S)NC(=O)c2ccc(Br)cc2)cc1OC	-25%	-0.6	-6%	1.5	4	25%	25%	-5%
CCCN1CCN(C(=O)c2ccccc2-c2nc3ccccc3s2)CC1	-27%	-1.6	-26%	4.8	3	7%	17%	3%
CCCCCc1nc2sc3c(c2c(=O)n1NC(=O)c1ccc([N+](=O)[O-])cc1)CC(C)(C)OC3	-12%	-0.5	0%	-4.6	1	-1%	-1%	-16%
CCOc1cc(/C=N/n2cnnc2)ccc1OS(=O)(=O)c1ccc(C)cc1	-2%	0.6	12%	3.6	-2	14%	7%	-22%[57.1 µM]
CCOC(=O)c1cnc2ccc(OC)cc2c1NCCc1ccc(OC)c(OC)c1	4%	-2.4	10%	-0.1	2	3%	10%	-18%[57.1 µM]
C/C(=N\Nc1nc(C)cc(-c2ccccc2)n1)c1cccc(N)c1	-1%	-7.5	-25%	1.0	-3	-6%	2%	3%
Cc1ccc(-c2cc(C(=O)NCc3ccccn3)no2)cc1	0%	-2.2	3%	1.6	·	8%	7%	-8%
COc1ccc(N=Nc2c(C)n[nH]c2C)cc1	-10%	-3.7	2%	-0.3	-1	5%	18%	4%[57.1 µM]
O=C(Cc1nc2ccccc2[nH]c1=O)c1ccc(Cl)cc1	-8%	-1.8	-3%	60*	3	2%	15%	0%

Shown with values under each structure: nine of the compounds above
Results follow in this order: PLK1 PBD inh	CCT modulator	EPAC1 antag	IL2 activator	PI5P4Ka inh	EPAC1 agonist	EPAC2 ag	WRN helicase inh
- COc1ccc(C(C)=O)cc1CN1C(=O)NC2(CCCCC2C)C1=O (centres undefined)
  -8%	-2.1	-1%	-2.8	-7	-3%	-15%	-29%[57.1 µM]
- COc1ccc(CCNC(=S)NC(=O)c2ccc(Br)cc2)cc1OC
  -25%	-0.6	-6%	1.5	4	25%	25%	-5%
- CCCN1CCN(C(=O)c2ccccc2-c2nc3ccccc3s2)CC1
  -27%	-1.6	-26%	4.8	3	7%	17%	3%
- CCCCCc1nc2sc3c(c2c(=O)n1NC(=O)c1ccc([N+](=O)[O-])cc1)CC(C)(C)OC3
  -12%	-0.5	0%	-4.6	1	-1%	-1%	-16%
- CCOc1cc(/C=N/n2cnnc2)ccc1OS(=O)(=O)c1ccc(C)cc1
  -2%	0.6	12%	3.6	-2	14%	7%	-22%[57.1 µM]
- CCOC(=O)c1cnc2ccc(OC)cc2c1NCCc1ccc(OC)c(OC)c1
  4%	-2.4	10%	-0.1	2	3%	10%	-18%[57.1 µM]
- C/C(=N\Nc1nc(C)cc(-c2ccccc2)n1)c1cccc(N)c1
  -1%	-7.5	-25%	1.0	-3	-6%	2%	3%
- Cc1ccc(-c2cc(C(=O)NCc3ccccn3)no2)cc1
  0%	-2.2	3%	1.6	·	8%	7%	-8%
- COc1ccc(N=Nc2c(C)n[nH]c2C)cc1
  -10%	-3.7	2%	-0.3	-1	5%	18%	4%[57.1 µM]

Other records
canonical_smiles	PLK1 PBD inh	CCT modulator	EPAC1 antag	IL2 activator	PI5P4Ka inh	EPAC1 agonist	EPAC2 ag	WRN helicase inh
Cc1ccc(O)c(-c2cc(C(F)(F)C(F)F)[nH]n2)c1	-8%	-1.4	-14%	-0.8	3	0%	-3%	-6%
CC(C)CN(C(=O)COC(=O)c1cccn1C)c1c(N)n(Cc2ccccc2)c(=O)[nH]c1=O	-9%	-3.8	2%	-3.3	-15	-3%	-6%	-36%
NC(=O)c1ccc(NC(=O)C2CCCO2)cc1 (centres undefined)	-3%	-2.2	11%	2.6	0	-2%	-6%	-8%
O=C(CCn1c(=S)[nH]c2ccccc2c1=O)NCCCN1CCCC1=O	1%	1.0	7%	-1.3	1	-4%	-10%	12%
C=CCn1cnc2c(sc3nc(C)cc(C)c32)c1=O	-10%	-0.1	2%	-0.5	9	12%	4%	-8%
O=C(O)COc1ccccc1/C=N/NC(=O)c1cccc(S(=O)(=O)N2CCOCC2)c1	-11%	-6.1	-17%	-0.3	?	0%	9%	-24%
CCCCCCCC(=O)OCC(COC(=O)CCCCCCC)OC(=O)CCCCCCC	-7%	-0.3	9%	-0.5	24	-6%	-5%	-2%
CCOC(=O)C(CCCOc1ccccc1C)C(=O)OCC	2%	-0.1	4%	-0.2	1	2%	-3%	1%
O=c1cc(/C=C/c2cccs2)[nH]c2ccccc12	-5%	0.9	7%	-0.2	·	-8%	-3%	-4%
O=C(Nc1ccccn1)c1ccc(S(=O)(=O)N2CCCCCC2)cc1	-4%	-3.2	1%	-2.8	5	6%	5%	-7%

Remaining list, next part:
canonical_smiles	PLK1 PBD inh	CCT modulator	EPAC1 antag	IL2 activator	PI5P4Ka inh	EPAC1 agonist	EPAC2 ag	WRN helicase inh
COc1cc(C(=O)N2CCC(NC(=O)C(Cc3ccccc3C)NC(C)=O)CC2)cc(OC)c1OC (centres undefined)	-5%	-5.3	2%	-3.4	·	-3%	-5%	-6%
CCc1ccc(C(O)c2ncc(-c3cccc(OC)c3)[nH]2)cc1 (centres undefined)	6%	-0.7	2%	2.2	8	-3%	10%	-4%
CC(C)C(NC(=O)CN1C(=O)c2ccccc2C1=O)c1ccccc1 (centres undefined)	-4%	-1.7	-13%	0.8	-1	-2%	13%	2%
O=C(Cc1cccc(C(F)(F)F)c1)Nc1cc(S(=O)(=O)N2CCOCC2)ccc1N1CCCC1	3%	-1.0	-11%	-0.1	10	-13%	-7%	-3%
COc1ccc2cc3cc(C(=O)NCCN4CCc5ccccc5C4)oc3nc2c1	?	-1.4	5%	-0.8	-12	4%	13%	-1%
O=c1c2c(-c3ccccc3)csc2nc2c3ccccc3c(NCCN3CCOCC3)nn12	-6%	-0.9	?	-4.2	10	3%	10%	37%[activator]
CCCCc1nnc(NC(=O)CSc2nc(N)cc(=O)[nH]2)s1	-1%	0.9	1%	0.9	-2	7%	9%	3%
OCCC1CN(Cc2ccc3nsnc3c2)CCN1C1CCCCC1 (centres undefined)	-2%	-0.3	11%	0.1	-7	1%	9%	13%
CSc1cccc(NC(=O)CN(c2cc(C)ccc2C)S(C)(=O)=O)c1	1%	1.1	-6%	-0.3	10	-15%	5%	-2%
O=C(Nc1ccc(F)cc1F)c1cccc(C(=O)Nc2ccc(F)cc2F)n1	7%	-3.6	6%	1.7	2	-1%	2%	-2%

Further entries follow:
Abbreviations – A = PLK1 PBD inh; B = CCT modulator; C = EPAC1 antag; D = IL2 activator; E = PI5P4Ka inh; F = EPAC1 agonist; G = EPAC2 ag; H = WRN helicase inh
> O=C(Nc1cccc(S(=O)(=O)N2CCCCC2)c1)c1ccco1
  A: 2%; B: -0.9; C: 2%; D: 0.5; E: 7; F: -8%; G: 6%; H: 4%
> COCCC(C(=O)Oc1c(C(C)(C)C)cc(C)cc1C(C)(C)C)c1ccccc1 (centres undefined)
  A: -2%; B: -2.5; C: -4%; D: 0.0; E: 13; F: -1%; G: 8%; H: 2%
> CCCCOc1ccc(/C=C/C(=O)Nc2ccc([N+](=O)[O-])cc2C)cc1
  A: 0%; B: 1.9; C: -10%; D: -2.5; E: 22; F: 0%; G: -10%; H: -14%[57.1 µM]
> CCC(=O)Nc1ccc(NC(=O)CSc2nnnn2C(C)C)cc1
  A: ?; B: -1.3; C: 2%; D: 1.6; E: -7; F: 8%; G: 6%; H: 3%
> O=C(c1cc2cc(C(F)(F)F)ccc2s1)N1CCOCC1
  A: -17%; B: -2.5; C: 12%; D: -3.6; E: 0; F: 11%; G: 2%; H: -36%
> COc1ccc(NC(=O)COC(=O)c2ccc(S(=O)(=O)N3CCCCCC3)cc2)c(OC)c1
  A: 1%; B: -6.9; C: 8%; D: -0.2; E: 10; F: -1%; G: -7%; H: 5%
> CC(=O)Nc1ccc(NC(=O)CC2Nc3cccc4cccc(c34)NC2=O)cc1 (centres undefined)
  A: -10%; B: -0.7; C: 8%; D: 0.2; E: ?; F: 3%; G: 3%; H: -3%
> O=C(Nc1cccc(NC(=O)c2cccs2)c1)c1ccc2c(c1)OCO2
  A: -8%; B: 2.8; C: ?; D: 0.6; E: 7; F: -6%; G: -1%; H: -2%
> O=C(Cc1ccc(Cl)cc1)Nc1ccc(C(=O)N2CCCCC2)cc1
  A: 6%; B: 1.9; C: 14%; D: 1.7; E: 0; F: 8%; G: 1%; H: -2%
> O=C(CSc1ccc(Cl)cc1)N1CCN(c2ccc(Cl)cc2[N+](=O)[O-])CC1
  A: -4%; B: 1.1; C: -20%; D: -3.4; E: ·; F: 15%; G: 11%; H: -17%
> CC(=O)N1CC2(C)CN(C(C)=O)CC(C)(C1)C2O (centres undefined)
  A: -8%; B: -3.5; C: -2%; D: -2.4; E: -4; F: 9%; G: 7%; H: 17%[57.1 µM]
> C=C1CC2C3CC[C@@]4(OCOC45COCO5)[C@@]3(C)C(O)CC2[C@@]2(C)CCC(=O)C=C12 (some centres undefined)
  A: -5%; B: -2.2; C: -24%; D: 1.0; E: 7; F: -9%; G: -6%; H: -5%
> O=C(NCc1cccnc1)c1cc(C2CCCN(C(=O)CCCc3ccccc3)C2)on1 (centres undefined)
  A: 7%; B: -0.8; C: -4%; D: -0.7; E: 1; F: -16%; G: -1%; H: -9%
> Cc1nc(C(=O)N2CCc3c([nH]c4ccccc34)C2c2cc(F)ccc2F)cs1 (centres undefined)
  A: -9%; B: 2.3; C: -25%; D: 0.3; E: 11; F: 18%; G: 12%; H: -11%
> CSc1ccccc1C(=O)N1CCC(CCC(=O)NCc2ccc(F)cc2)CC1
  A: -4%; B: -2.7; C: 0%; D: 0.0; E: 3; F: 19%; G: -4%; H: -10%
> C=C(C)Cc1c(C)c(C#N)c2nc3ccccc3n2c1N1CCCCC1
  A: 3%; B: -3.5; C: 2%; D: -2.3; E: ·; F: 2%; G: 9%; H: 7%
> O=C(O)CC(C(=O)O)n1nc(-c2ccccc2)cc1-c1ccccc1 (centres undefined)
  A: -10%; B: -0.3; C: -15%; D: 0.5; E: 1; F: 5%; G: 2%; H: -6%

Only part of the results is shown; rates above refer to the full screens.
